PHOSPHO1 block: PHOSPHO1 (human) inhibition. recombinant PHOSPHO1, absorbance phosphatase assay. inhibition, % at 13.3 µM. 1.1% of 290,000 active. AID 1565; in the data active = inhibition above about 60%
OXTR agonist: agonists of human oxytocin receptor | CHO-OTR cells, Fluo-8 calcium fluorescence; normalized: DMSO 0%, oxytocin 100% | activation, % at 3 µM | 0.32% of 320,000 active | AID 2435;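 active = activation above the mean of all tested compounds plus 3 SD, cutoff set per screening run, cut at about 20% in these data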;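 note: peak over basal fluorescence ratio from a 100 s FLIPR kinetic read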
Target sequence (P30559 whole entry, looked up): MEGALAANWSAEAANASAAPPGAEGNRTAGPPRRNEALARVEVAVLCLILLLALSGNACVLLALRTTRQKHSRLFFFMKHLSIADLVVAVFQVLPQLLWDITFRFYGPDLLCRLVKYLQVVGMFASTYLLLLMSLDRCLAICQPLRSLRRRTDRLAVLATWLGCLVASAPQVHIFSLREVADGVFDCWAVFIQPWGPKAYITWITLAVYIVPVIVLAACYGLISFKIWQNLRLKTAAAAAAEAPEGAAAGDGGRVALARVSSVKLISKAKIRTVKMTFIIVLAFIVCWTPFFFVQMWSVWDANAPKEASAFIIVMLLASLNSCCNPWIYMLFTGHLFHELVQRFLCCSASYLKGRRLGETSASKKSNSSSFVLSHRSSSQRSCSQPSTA
GPR7 antagonist: antagonists of human GPR7 (neuropeptides B/W receptor 1); GPR7-expressing cells, fluorescence antagonist assay; 1.1% of 290,000 active; inhibition, % at 4.4 µM; AID 1861; in the data active = inhibition above about 16%, passing the limit was not always enough;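 note: cells stimulated with the agonist NPW; 0% = agonist with vehicle and 100% = vehicle without agonist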
FID counter: counter-screen for HCV NS3 helicase inhibitors: DNA intercalator displacement; 0.17% of 290,000 active; DNA fluorescent intercalator displacement, fluorescence; inhibition, % at 7.9 µM; in the data active = inhibition above about 37%;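 note: 0% = vehicle and 100% = reference compound; higher means more ethidium bromide displaced from hairpin DNA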
MEKK2 WT-MEK5: raises or lowers MEK5 binding to wildtype human MEKK2 PB1 domain. binding response (% of control), % at 10 µM. 1.1% of 290,000 active. Q9Y2U5. bead flow cytometry, Alexa488-MEK5 binding to MEKK2 WT; actives lie on both sides. AID 1531; in the data active = binding response below about 67% or above about 130%
NALP1 inh: inhibitors of NALP1 inflammasome in yeast. S. cerevisiae NALP1/ASC/caspase-1 growth, X-gal OD620, 72 h. inhibition, % at 10 µM. 0.61% of 280,000 active; in the data active = inhibition mostly above about 24%, no sharp cut-off; inactive = mostly below about 32%; note: some compounds called inactive have numbers as strong as hits
MEKK3 PB1 HTS: modulators (inhibitors or enhancers) of MEK5 binding to human MEKK3 PB1 domain; 1.4% of 290,000 active; Q99759; bead-based flow cytometry, Alexa488-MEK5 binding to MEKK3; actives lie on both sides; 0 = blocked by unlabeled MEK5, 100 = vehicle; binding response (% of control), % at 10 µM; AID 1529;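 active = binding response more than 3 SD above or below the average of its plate-row segment, actives on both sides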;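 note: Alexa488 bead fluorescence after subtracting the streptavidin-only scavenger bead signal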
Target sequence (Q99759 whole entry, looked up, the tested form may be a part): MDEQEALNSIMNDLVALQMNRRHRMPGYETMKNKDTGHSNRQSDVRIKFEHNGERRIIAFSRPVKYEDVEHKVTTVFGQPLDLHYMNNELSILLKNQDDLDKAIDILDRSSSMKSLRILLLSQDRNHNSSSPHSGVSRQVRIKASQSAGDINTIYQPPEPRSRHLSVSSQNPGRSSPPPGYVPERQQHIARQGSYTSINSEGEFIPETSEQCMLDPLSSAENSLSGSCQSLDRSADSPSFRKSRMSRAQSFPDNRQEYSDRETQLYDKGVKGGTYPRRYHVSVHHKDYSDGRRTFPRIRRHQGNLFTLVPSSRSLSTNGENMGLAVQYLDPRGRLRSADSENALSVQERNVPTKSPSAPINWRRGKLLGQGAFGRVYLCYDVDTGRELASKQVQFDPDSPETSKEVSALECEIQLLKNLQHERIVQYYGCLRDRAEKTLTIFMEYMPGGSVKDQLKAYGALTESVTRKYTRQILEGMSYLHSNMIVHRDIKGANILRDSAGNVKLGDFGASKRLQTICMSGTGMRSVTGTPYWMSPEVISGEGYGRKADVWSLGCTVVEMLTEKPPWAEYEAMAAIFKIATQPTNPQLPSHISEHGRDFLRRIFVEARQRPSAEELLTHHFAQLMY
PfM18AAP inh: blocks P. falciparum M18 aspartyl aminopeptidase; recombinant PfM18AAP, H-Glu-NHMec fluorogenic cleavage; inhibition, % at 7.35 µM; 1.2% of 290,000 active; AID 1822;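 active = inhibition above the campaign mean inhibition over all tested compounds plus 3 SD, cut at about 28% in these data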;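 note: 0% = plate median of test compound wells and 100% = 2 mM ZnCl2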
MEKK2 mut-MEK5: signal of MEK5 binding to mutant human MEKK2 PB1 domain. bead flow cytometry, Alexa488-MEK5 binding to MEKK2 mutant. percent response, % at 10 µM. 0.35% of 290,000 active. AID 1530; in the data active = percent response above about 24%, passing the limit was not always enough; note: inactives centre near 1; some results filed as inactive read as strong as hits; reference of the scale not given here
Numbers without * were called inactive; [ ] = dose if it differs, or a comment.

Screening COc1ccc(OC)c(C2=NS(=O)(=O)N(C)C(C(=O)Nc3ccc(F)cc3F)=C2)c1 returned PHOSPHO1 block 26, OXTR agonist 0.0, GPR7 antagonist -1, FID counter -16, MEKK2 WT-MEK5 94, NALP1 inh 2, MEKK3 PB1 HTS 95, PfM18AAP inh 3 and MEKK2 mut-MEK5 -4.
For C=CCNC(=O)CCc1nnc(C2(c3ccc(Cl)cc3)CCC2)o1 the results were PHOSPHO1 block 19, OXTR agonist -0.9, GPR7 antagonist -1, FID counter -12, MEKK2 WT-MEK5 95, NALP1 inh 3, MEKK3 PB1 HTS 105, PfM18AAP inh -13 and MEKK2 mut-MEK5 1.
COC(=O)c1sc(N2C(=O)C(O)=C(C(=O)c3ccc(C)o3)C2c2cccs2)nc1C (configuration not stated) was read as PHOSPHO1 block 38, OXTR agonist -0.4, GPR7 antagonist -6, FID counter -22, MEKK2 WT-MEK5 104, NALP1 inh 22, MEKK3 PB1 HTS 107, PfM18AAP inh 19 and MEKK2 mut-MEK5 5.
`O=C(CSc1nnc(CNC(=O)c2ccccc2F)o1)NCc1ccco1` gave PHOSPHO1 block 44, OXTR agonist 0.5, GPR7 antagonist -7, FID counter -6, MEKK2 WT-MEK5 98, NALP1 inh 15, MEKK3 PB1 HTS 102, PfM18AAP inh -1 and MEKK2 mut-MEK5 1.
C[C@@H](C(=O)N[C@H](C(=O)O)c1ccccc1)n1nnc2ccccc2c1=O was read as PHOSPHO1 block 2, OXTR agonist 0.5, GPR7 antagonist -5, FID counter -5, MEKK2 WT-MEK5 97, NALP1 inh 32, MEKK3 PB1 HTS 112, PfM18AAP inh -11 and MEKK2 mut-MEK5 -2.
`CCC(c1nnnn1CCOC)N(Cc1cc2cc(C)c(C)cc2[nH]c1=O)CC1CCCO1` (configuration not stated) gave PHOSPHO1 block 76*, OXTR agonist -0.2, GPR7 antagonist -4, FID counter 0, MEKK2 WT-MEK5 91, NALP1 inh -18, MEKK3 PB1 HTS 96, PfM18AAP inh 14 and MEKK2 mut-MEK5 -6.
CCCCCCn1c(SCCOC)nc2c1c(=O)[nH]c(=O)n2C was read as PHOSPHO1 block 27, OXTR agonist -1.0, MEKK2 WT-MEK5 98, NALP1 inh 4, MEKK3 PB1 HTS 101 and MEKK2 mut-MEK5 7.
For COc1ccccc1OCC(=O)NCCc1nc2ccccc2[nH]1 the results were PHOSPHO1 block -13, OXTR agonist 0.6, GPR7 antagonist -4, FID counter -1, MEKK2 WT-MEK5 104, NALP1 inh -46, MEKK3 PB1 HTS 101, PfM18AAP inh -5 and MEKK2 mut-MEK5 8.
Screening CCn1c(=O)n(CC(=O)NCc2ccccc2OC)c(=O)c2ccccc21 returned PHOSPHO1 block -7, OXTR agonist -0.9, GPR7 antagonist -10, FID counter -3, MEKK2 WT-MEK5 95, NALP1 inh 9, MEKK3 PB1 HTS 99, PfM18AAP inh 4 and MEKK2 mut-MEK5 0.
For CCOC(=O)CSc1nnc(NC(=O)c2cccc(S(=O)(=O)N3CCCCCC3)c2)s1 the results were PHOSPHO1 block 8, OXTR agonist 0.7, GPR7 antagonist 21, FID counter 0, MEKK2 WT-MEK5 78, NALP1 inh -4, MEKK3 PB1 HTS 69, PfM18AAP inh 0 and MEKK2 mut-MEK5 -10.
COc1ccc(N2CCN(C(=O)CNC(=O)Cn3cnc4sc(C)c(C)c4c3=O)CC2)cc1 was read as PHOSPHO1 block 29, OXTR agonist -0.3, GPR7 antagonist -11, FID counter -19, MEKK2 WT-MEK5 103, NALP1 inh 18, MEKK3 PB1 HTS 102, PfM18AAP inh 7 and MEKK2 mut-MEK5 -1.
For COc1ccc(OCC(O)Cn2c(Nc3cccc(C)c3)nc3c2c(=O)n(C)c(=O)n3C)cc1 (configuration not stated) the results were PHOSPHO1 block 10, OXTR agonist -2.9, GPR7 antagonist -7, FID counter -21, MEKK2 WT-MEK5 91, NALP1 inh 16, MEKK3 PB1 HTS 97, PfM18AAP inh 1 and MEKK2 mut-MEK5 -4.
Screening O=C(COC(=O)c1ccccn1)NCc1ccccc1 returned PHOSPHO1 block 29, OXTR agonist 0.5, GPR7 antagonist -6, FID counter -2, MEKK2 WT-MEK5 90, NALP1 inh 29, MEKK3 PB1 HTS 90, PfM18AAP inh 0 and MEKK2 mut-MEK5 -9.
For O=C(NCc1cccs1)c1ccc2c(c1)OCCO2 the results were PHOSPHO1 block 3, OXTR agonist 0.8, GPR7 antagonist -1, FID counter -3, MEKK2 WT-MEK5 102, MEKK3 PB1 HTS 102, PfM18AAP inh 3 and MEKK2 mut-MEK5 3.
For CN(C(=O)COC(=O)c1ccccc1Nc1ccccc1)C1CCS(=O)(=O)C1 (configuration not stated) the results were PHOSPHO1 block 37, OXTR agonist -1.2, GPR7 antagonist 3, FID counter -13, MEKK2 WT-MEK5 96, NALP1 inh -6, MEKK3 PB1 HTS 88, PfM18AAP inh -7 and MEKK2 mut-MEK5 -10.
`CCCCOC(=O)c1sc2nc(C)cc(C)c2c1N` gave PHOSPHO1 block -1, OXTR agonist -2.7, GPR7 antagonist -17, FID counter -10, MEKK2 WT-MEK5 101, NALP1 inh -5, MEKK3 PB1 HTS 101, PfM18AAP inh 3 and MEKK2 mut-MEK5 -1.
`Cc1ccc(NCc2nnc(SCC(=O)Nc3ncc(C)s3)n2CC2CCCO2)c(C)c1` (configuration not stated) gave PHOSPHO1 block -5, OXTR agonist -0.9, GPR7 antagonist 0, FID counter -33, MEKK2 WT-MEK5 106, NALP1 inh 25, MEKK3 PB1 HTS 115, PfM18AAP inh -9 and MEKK2 mut-MEK5 5.
O=[N+]([O-])c1ccc(CSc2nc3ncc(Br)cc3[nH]2)cc1 was read as PHOSPHO1 block 24, OXTR agonist -2.5, GPR7 antagonist -10, FID counter 2, MEKK2 WT-MEK5 97, MEKK3 PB1 HTS 98, PfM18AAP inh 5 and MEKK2 mut-MEK5 -3.
Screening OCCNCc1cccc2ccccc12 returned PHOSPHO1 block 4, OXTR agonist 0.7, GPR7 antagonist -12, FID counter 2, MEKK2 WT-MEK5 100, NALP1 inh 10, MEKK3 PB1 HTS 103, PfM18AAP inh 2 and MEKK2 mut-MEK5 -1.
O=C(CN1CCN(C(c2ccccc2)c2ccccc2)CC1)N1CCOCC1 was read as PHOSPHO1 block -2, OXTR agonist -0.1, GPR7 antagonist 5, FID counter 1, MEKK2 WT-MEK5 101, NALP1 inh 5, MEKK3 PB1 HTS 95, PfM18AAP inh 3 and MEKK2 mut-MEK5 -1.
CC(C)(C)Nc1nc(Cl)nc(NCCN2CCOCC2)n1 was read as PHOSPHO1 block 27, OXTR agonist -1.5, GPR7 antagonist -11, FID counter -7, MEKK2 WT-MEK5 98, MEKK3 PB1 HTS 99, PfM18AAP inh -1 and MEKK2 mut-MEK5 -1.
`O=C(Nc1ccccc1OC(F)F)c1ccc(F)cc1` gave PHOSPHO1 block -8, OXTR agonist -1.5, GPR7 antagonist -18, FID counter 11, MEKK2 WT-MEK5 93, NALP1 inh 8, MEKK3 PB1 HTS 95, PfM18AAP inh -5 and MEKK2 mut-MEK5 -2.
O=c1cc(CN2CCCCC2)nc(C2CC2)[nH]1 was read as PHOSPHO1 block 38, OXTR agonist 0.2, GPR7 antagonist -11, FID counter 0, MEKK2 WT-MEK5 102, NALP1 inh 6, MEKK3 PB1 HTS 99, PfM18AAP inh -4 and MEKK2 mut-MEK5 0.
`CCOC(=O)Cn1c(=O)c(-c2ccccc2N)nc2ccccc21` gave PHOSPHO1 block 31, OXTR agonist -0.7, MEKK2 WT-MEK5 102, NALP1 inh 1, MEKK3 PB1 HTS 108 and MEKK2 mut-MEK5 2.
For COc1ccccc1N1C(=O)CC(Sc2n[nH]c(-c3cccc(C)c3)n2)C1=O (configuration not stated) the results were PHOSPHO1 block 81*, OXTR agonist -1.1, GPR7 antagonist -12, FID counter -19, MEKK2 WT-MEK5 92, NALP1 inh 73*, MEKK3 PB1 HTS 102, PfM18AAP inh -60 and MEKK2 mut-MEK5 -2.
For CCN(CC)CCC#CC(O)(c1ccccc1)C1CCCCC1 (configuration not stated) the results were PHOSPHO1 block 6, OXTR agonist 5.0, GPR7 antagonist 6, FID counter 13, MEKK2 WT-MEK5 104, NALP1 inh 17, MEKK3 PB1 HTS 104, PfM18AAP inh -2 and MEKK2 mut-MEK5 4.
`Cc1onc(-c2ccccc2Cl)c1C(=O)NCc1ccc2c(c1)cc(C)n2C` gave PHOSPHO1 block 13, OXTR agonist 1.2, MEKK2 WT-MEK5 43*[inhibitor], NALP1 inh 4, MEKK3 PB1 HTS 59*[inhibitor] and MEKK2 mut-MEK5 -8.
For CCOC(=O)c1c(NC(=O)Cn2nnc(-c3ccccc3Cl)n2)sc(C)c1C the results were PHOSPHO1 block 13, OXTR agonist 0.6, GPR7 antagonist -4, FID counter 4, NALP1 inh 6 and PfM18AAP inh 0.
Screening CN1N=C2c3ccccc3CCC2C1c1ccc(Cl)cc1 (configuration not stated) returned PHOSPHO1 block 34, OXTR agonist -0.5, GPR7 antagonist -18, FID counter 0, MEKK2 WT-MEK5 99, NALP1 inh 3, MEKK3 PB1 HTS 104, PfM18AAP inh -2 and MEKK2 mut-MEK5 7.
COc1cc(NC(=O)c2cc3ccccc3o2)ccc1NC(=O)c1ccco1 was read as PHOSPHO1 block 20, OXTR agonist 1.4, GPR7 antagonist -11, FID counter -29, MEKK2 WT-MEK5 99, NALP1 inh 18, MEKK3 PB1 HTS 104, PfM18AAP inh -6 and MEKK2 mut-MEK5 1.

Next section, starting with the last two of the part before.
Screening CN1N=C2c3ccccc3CCC2C1c1ccc(Cl)cc1 (configuration not stated) returned PHOSPHO1 block 34, OXTR agonist -0.5, GPR7 antagonist -18, FID counter 0, MEKK2 WT-MEK5 99, NALP1 inh 3, MEKK3 PB1 HTS 104, PfM18AAP inh -2 and MEKK2 mut-MEK5 7.
COc1cc(NC(=O)c2cc3ccccc3o2)ccc1NC(=O)c1ccco1 was read as PHOSPHO1 block 20, OXTR agonist 1.4, GPR7 antagonist -11, FID counter -29, MEKK2 WT-MEK5 99, NALP1 inh 18, MEKK3 PB1 HTS 104, PfM18AAP inh -6 and MEKK2 mut-MEK5 1.
For Fc1ccccc1N1CCN(c2nc(-c3cccs3)nc3ccccc23)CC1 the results were PHOSPHO1 block 20, OXTR agonist 0.5, GPR7 antagonist 0, FID counter -2, MEKK2 WT-MEK5 95, NALP1 inh 8, MEKK3 PB1 HTS 92, PfM18AAP inh -2 and MEKK2 mut-MEK5 -1.
`COc1ccccc1CN1CC(C(=O)NCCc2ncccc2C)CCC1=O` (configuration not stated) gave PHOSPHO1 block 36, GPR7 antagonist -6, FID counter -16, MEKK2 WT-MEK5 103, NALP1 inh 18, MEKK3 PB1 HTS 102, PfM18AAP inh -1 and MEKK2 mut-MEK5 6.
For Cc1ccc(N2CCN(S(=O)(=O)c3nnc(NC(=O)c4ccccc4)s3)CC2)cc1 the results were PHOSPHO1 block -9, OXTR agonist 0.3, GPR7 antagonist 7, FID counter -7, MEKK2 WT-MEK5 102, NALP1 inh 19, MEKK3 PB1 HTS 103, PfM18AAP inh 1 and MEKK2 mut-MEK5 3.
NC(=O)C1C(c2ccccc2)=C1c1ccccc1 was read as PHOSPHO1 block 3, OXTR agonist 4.4, GPR7 antagonist 16, FID counter -1, MEKK2 WT-MEK5 94, NALP1 inh 5, MEKK3 PB1 HTS 99, PfM18AAP inh -10 and MEKK2 mut-MEK5 0.
Screening Cc1ccc(-c2csc3nc(=O)c(C)nn23)cc1 returned PHOSPHO1 block 1, OXTR agonist -0.5, MEKK2 WT-MEK5 95, NALP1 inh 1, MEKK3 PB1 HTS 101 and MEKK2 mut-MEK5 0.
`Cc1cc(-c2n[nH]c(=S)n2/N=C/C(Cl)=C/c2ccccc2)n[nH]1` gave PHOSPHO1 block 42, OXTR agonist -0.1, GPR7 antagonist 3, FID counter -10, MEKK2 WT-MEK5 102, NALP1 inh 21, MEKK3 PB1 HTS 101, PfM18AAP inh 8 and MEKK2 mut-MEK5 12.
